Screens as filed in PubChem.
UBC13 inh – UBC13 polyubiquitin chain formation inhibitors, primary screen, biochemical, TR-FRET, uHTS | Ubiquitin-conjugating enzyme E2 N (Homo sapiens), P61088 | inhibition, % at 20 µM | 330,000 compounds, 0.47% hits; in the data active = inhibition above about 45%, passing the limit was not always enough
Target sequence (P61088 whole entry, looked up): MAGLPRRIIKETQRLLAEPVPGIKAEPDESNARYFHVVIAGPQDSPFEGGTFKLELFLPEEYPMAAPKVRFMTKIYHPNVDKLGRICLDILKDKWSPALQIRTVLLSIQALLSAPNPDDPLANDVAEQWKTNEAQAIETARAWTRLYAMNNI
CCR6 antag – CCR6 receptor antagonists, primary screen, cell-based, CHO-K1, luminescence, beta-arrestin, uHTS. CHO-K1 CCR6 PathHunter beta-arrestin, CCL20-stimulated. C-C chemokine receptor type 6 (Homo sapiens), P51684. AID 493098, 2011. 340,000 compounds, 0.49% hits. inhibition, % at 20 µM;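 active = compounds whose inhibition of the agonist-driven luminescence signal at 20 µM reaches about 50%, limit read from the data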;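 note: cells stimulated with CCL20 at 14 nM final; plate controls were DMSO with CCL20 for no effect and DMSO without agonist for full effect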
Target sequence (P51684 whole entry, looked up): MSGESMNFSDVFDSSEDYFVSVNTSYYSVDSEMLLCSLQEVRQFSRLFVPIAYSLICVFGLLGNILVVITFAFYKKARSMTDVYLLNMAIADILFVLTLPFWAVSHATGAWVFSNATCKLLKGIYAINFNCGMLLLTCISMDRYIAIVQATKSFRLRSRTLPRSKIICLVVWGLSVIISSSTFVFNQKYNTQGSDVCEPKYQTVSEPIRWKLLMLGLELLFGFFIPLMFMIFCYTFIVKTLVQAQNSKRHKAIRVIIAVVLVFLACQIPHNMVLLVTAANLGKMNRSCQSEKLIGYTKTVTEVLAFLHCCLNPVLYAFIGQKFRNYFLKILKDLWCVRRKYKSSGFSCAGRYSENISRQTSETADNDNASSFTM
EBI2 antag – EBI2 receptor antagonists, beta-arrestin recruitment, primary screen, cell-based, luminescence, 7a,25-OHC stimulation, uHTS | 360,000 compounds, 0.81% hits | AID 651636, 2012 | 7a,25-OHC stimulated | G-protein coupled receptor 183 (Homo sapiens), P32249 | inhibition, % at 5 µM; in the data active = inhibition above about 38%;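 note: enzyme fragment complementation signal reports receptor beta-arrestin coupling in cells; 0% = agonist plus DMSO wells and 100% = wells without agonist; some results beyond the cut were filed as inactive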
APJ antagonist – antagonists of human apelin receptor APJ, primary screen, CHO-K1 cells, beta-arrestin complementation, luminescence; 330,000 compounds, 0.32% hits; inhibition, % at 20 µM; AID 2521, 2010;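 active = inhibition above about 40% at 20 µM, limit read from the data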;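 note: cells challenged with 10 nM apelin-13 agonist together with compound; plate controls were apelin-13 plus DMSO wells for no effect and DMSO wells lacking apelin-13 for full effect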
CXCR6 inh – CXCR6 receptor inhibitors, primary screen, cell-based, beta-arrestin, luminescence, CHO-K1 PathHunter, 1536-well; inhibition, % at 20 µM; 360,000 compounds, 0.36% hits; AID 602244, 2012; in the data active = inhibition above about 34%, passing the limit was not always enough;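 note: antagonist mode with CXCL16 agonist at 10 nM final; 0% = 10 nM CXCL16 with DMSO and 100% = unstimulated wells without agonist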
Target sequence (O00574 whole entry, looked up): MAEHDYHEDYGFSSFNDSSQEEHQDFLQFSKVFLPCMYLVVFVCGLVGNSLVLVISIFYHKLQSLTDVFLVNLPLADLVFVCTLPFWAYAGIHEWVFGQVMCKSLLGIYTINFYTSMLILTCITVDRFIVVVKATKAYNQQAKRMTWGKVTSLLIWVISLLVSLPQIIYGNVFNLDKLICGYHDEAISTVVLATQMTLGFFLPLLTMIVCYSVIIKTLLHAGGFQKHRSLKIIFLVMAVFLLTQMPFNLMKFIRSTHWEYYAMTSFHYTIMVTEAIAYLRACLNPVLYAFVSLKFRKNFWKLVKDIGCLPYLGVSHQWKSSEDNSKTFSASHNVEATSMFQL
697 NFkB inh – inhibitors of PMA/ionomycin-induced NF-kB reporter, 697 cells, primary screen, B-cell NF-kB inhibitor project, cell-based, luminescence, uHTS. inhibition, % at 4 µM. AID 435022, 2010. 697 B-cell NF-kB luciferase reporter, 16 h. 330,000 compounds, 0.33% hits; in the data active = inhibition above about 35%
Jurkat NFkB inh – inhibitors of induced NF-kB luciferase reporter, primary screen, TCR NF-kB activation inhibitor project, cell-based, luminescence, uHTS. Jurkat, PMA/ionomycin-induced NF-kB luciferase reporter. inhibition, % at 4 µM. 330,000 compounds, 0.53% hits. AID 435003, 2010; in the data active = inhibition above about 50%
Gli-Sufu antag – Gli-Sufu pathway antagonists, primary screen, luciferase luminescence, Sufu-KO-LIGHT cells, uHTS. Sufu-KO-LIGHT fibroblasts, Gli luciferase reporter luminescence. inhibition, % at 5 µM. 340,000 compounds, 0.74% hits;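 active = inhibition above about 55%, limit read from the data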;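 note: 0% = DMSO-treated cells and 100% = wells with medium but no cells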
Starred values were filed as active, the others as inactive; . = not tested or not shown.

SMILES	UBC13 inh	CCR6 antag	EBI2 antag	APJ antagonist	CXCR6 inh	697 NFkB inh	Jurkat NFkB inh	Gli-Sufu antag
CC(C)(C)c1ccc(C(=O)NNC(=S)NCc2ccco2)cc1	-7	5	-17	8	3	-4	-21	-4
Clc1cccc(-c2cc3nc4c(c(N5CCOCC5)n3n2)CCCC4)c1	12	11	23	16	8	-32	-15	18
COC(=O)C1=C(C)N(C)C(=O)NC1c1cc(Cl)c(O)c(OC)c1 (stereo unspecified)	-1	-12	-4	5	0	18	3	-3
CN(C)S(=O)(=O)c1cccc(NC(=O)CSc2nncn2C)c1	4	2	-2	14	-1	8	1	-1
COc1ccc(-c2nnc(SCCC(=O)O)n2-c2ccccc2)cc1OC	2	-3	-9	20	-13	23	4	-2
Cc1ccc(NC(=O)C2COc3ccccc3O2)cc1S(=O)(=O)N1CCOCC1 (stereo unspecified)	7	1	-7	-23	-5	-1	-2	-4
COc1ccc2nc3ccccc3nc2c1NC(=O)c1ccc(Br)cc1	-10	15	-9	2	7	-5	14	3
COc1ccc(CC(CC(=O)O)C(=O)Nc2ccccc2)cc1 (stereo unspecified)	2	-6	6	14	-4	14	-2	-2
CCCC(=O)NC(c1ccccc1OC)c1ccc2cccnc2c1O (stereo unspecified)	-18	13	9	3	-2	-10	46	.
Cc1ccc(S(=O)(=O)NC2CCCCC2)c2nsnc12	0	3	0	-17	1	6	6	-3
Cc1c(C)c2ccc(OCC(=O)NCCN3CCOCC3)c(C)c2oc1=O	-3	13	-4	3	0	-14	4	-7
CCOCCCN(C(=O)c1snc(C(N)=O)c1N)C(C(=O)NCCC(C)C)c1ccc(F)cc1 (stereo unspecified)	2	19	1	18	14	1	11	2
C/C(=N\Nc1ccc(C(F)(F)F)cn1)c1ccncc1	-17	7	-6	-8	-2	-40	-45	19
CC(NC(=O)c1ccc(Cn2cc([N+](=O)[O-])cn2)cc1)c1ccccc1 (stereo unspecified)	-4	-6	-4	-2	3	20	0	-5
COc1ccc(OCC(=O)c2c(O)c3ccccc3oc2=O)cc1	-2	3	-3	10	-4	-5	4	-1
Cc1scc(C(=O)N/N=C/c2ccc(OC(C)C)cc2)c1C	-22	14	11	-2	7	-43	-34	-43
COc1cccc(C(=O)Nc2ccc3c(c2)CCCN3C(=O)c2cccs2)c1OC	-7	18	7	12	0	-45	-9	-9
CCCCOC(=O)c1ccc(NC(=S)N2CCN(c3ncc4c(=O)c(C(=O)O)cn(CC)c4n3)CC2)cc1	2	5	2	-7	-2	-4	-6	5
N#Cc1nc(Cc2cccc3ccccc23)oc1N1CCCCC1	4	7	5	-17	-12	-23	-11	36
COc1cccc(NC(=S)N2CCN(c3ccccn3)CC2)c1	-10	-5	-6	1	0	-9	0	-1
Cc1csc(NC(=O)c2nc(-c3ccccc3)n(-c3ccccc3)n2)n1	0	-1	-1	3	1	17	12	6
Fc1ccc(N/N=C/c2ccc(N3CCOCC3)cc2)c(F)c1	-2	2	2	-52	-16	-42	-69	-71
COc1ccc(C2=NCCn3cccc32)c(OC)c1	3	7	-11	-16	1	-9	2	-14
Nc1nonc1-n1nnc(C(=O)N/N=C/c2ccc(Cl)cc2Cl)c1CN1CCOCC1	1	9	6	-25	1	5	-15	30
O=C(CSc1ncnc2c1cnn2-c1ccccc1)Nc1ccc2c(c1)OCO2	-4	-3	-6	-15	0	-22	-12	15
SMILES	UBC13 inh	CCR6 antag	EBI2 antag	APJ antagonist	CXCR6 inh	697 NFkB inh	Jurkat NFkB inh	Gli-Sufu antag
COc1cccc(CNc2ccc3c(c2)ncn3C(C)C)c1OC	6	-3	-1	-5	-4	-65	-41	-53
Cc1cc(NC(=O)CCC(=O)N(Cc2ccco2)C2(C(=O)NC3CCCC3)CCC(C)CC2)no1 (stereo unspecified)	-2	15	8	7	1	-2	-3	26
CN(CC(=O)Nc1c(Cl)cccc1Cl)C(=O)C1CCN(C(=O)Nc2ccccc2)CC1	-2	4	2	-23	4	20	15	-3
O=C(Nc1ccc(Oc2cccnc2)cc1)C1CCN(Cc2ccccc2)CC1	-2	14	2	7	-4	7	-2	28
CCN1C(=O)[C@H]2[C@@H](c3ccc(OC)cc3)N3C(=O)CN(CCOC)C(=O)[C@@]3(Cc3ccccc3)[C@H]2C1=O	4	6	2	11	-3	-6	15	4
CCCCN(Cc1ccccc1)C(=O)C1CCC(=O)N(CCc2ccccn2)C1 (stereo unspecified)	3	-2	3	3	-14	19	14	-14
O=C(CN1CCC(NC(=O)c2ccco2)CC1)Nc1cccc2ccccc12	1	-11	-4	6	1	25	17	1
Cc1ccc(C)c(-n2cc(CN3CCNC(=O)CC3)c(-c3ccccc3)n2)c1	0	8	-6	3	0	-2	-6	-7
CC(C)c1nc2sc3c(SCCN(C)C)ncnc3c2c2c1CCC2	.	0	3	.	1	.	.	1
O=C(Cn1c(=O)c2cccn2c2ccccc21)NCCc1ccc(Cl)cc1	-8	-8	2	-22	3	-19	-6	-5
Cc1ccccc1S(=O)(=O)c1cc(C#N)c(=O)[nH]c1N	17	12	11	-1	-6	-4	6	-6
COc1cccc(-n2c(C)nnc2SCC#N)c1	4	13	3	17	-12	6	-10	-17
CCOc1ccc(C(C)=O)cc1CN1C(=O)NC2(CCCCCCC2)C1=O	2	-5	3	11	-7	-3	-2	32
Cc1ccc(OCC(=O)N2CCN(c3nnc(-c4ccccc4)c4ccccc34)CC2)cc1	-2	27	90*	3	11	-10	16	11
O=C(CSc1nnc(NC(=O)Cc2ccccc2)s1)NCC1CCCO1 (stereo unspecified)	17	14	2	14	-4	7	-2	23
Cc1ccc(NC2=NCCCCC2)cc1	-1	-8	-10	-8	-2	-1	8	8
COc1ccc(NC(=S)NNC(=O)C2CC2c2ccc(C)cc2)cc1 (stereo unspecified)	-19	-2	13	19	5	-13	10	4
COc1ccc(/C(O)=C2/C(=O)C(=O)N(CC3CCCO3)C2c2cccc(O)c2)cc1 (stereo unspecified)	-2	0	-6	14	-9	15	0	-34
CCN(CC)CCn1c(=O)n(-c2ccc(Cl)cc2)c(=O)c2c3c(sc21)CN(C)CC3	14	0	5	13	-2	-6	-10	9
Cc1onc(-c2ccccc2)c1C(=O)Nc1nc(-c2ccccc2)cs1	6	17	29	-12	0	-54	-25	-6
CC12C=CC3(O1)C(C(=O)N1CCCOC13)C2C(=O)O (stereo unspecified)	1	-4	-15	10	6	4	0	-4
Cn1ncc(N)c1C(=O)Nc1cccc(C(F)(F)F)c1	-8	7	-8	-18	-10	2	-9	5
O=C1OCCC1Sc1nnc(-c2ccccc2Cl)n1Cc1ccccc1 (stereo unspecified)	3	-5	53*	5	4	10	-2	3
CC(C)(C)c1ccc(-c2nc(NCc3cccnc3)c3ccccc3n2)cc1	11	-5	39	3	-2	-68	-61	-43
O=C(Nc1cc(C(F)(F)F)ccc1-n1cnc2ccccc21)c1ccccc1	3	-6	-11	2	0	5	22	6

Looked up one by one from the list above:
SMILES	UBC13 inh	CCR6 antag	EBI2 antag	APJ antagonist	CXCR6 inh	697 NFkB inh	Jurkat NFkB inh	Gli-Sufu antag
O=C(Nc1cc(C(F)(F)F)ccc1-n1cnc2ccccc21)c1ccccc1	3	-6	-11	2	0	5	22	6
Cc1cc(NC(=O)CCC(=O)N(Cc2ccco2)C2(C(=O)NC3CCCC3)CCC(C)CC2)no1 (stereo unspecified)	-2	15	8	7	1	-2	-3	26

Some of the entries so far, with two lines to a compound:
Results follow in this order: UBC13 inh | CCR6 antag | EBI2 antag | APJ antagonist | CXCR6 inh | 697 NFkB inh | Jurkat NFkB inh | Gli-Sufu antag
> CN(CC(=O)Nc1c(Cl)cccc1Cl)C(=O)C1CCN(C(=O)Nc2ccccc2)CC1
  -2 | 4 | 2 | -23 | 4 | 20 | 15 | -3
> O=C(Nc1ccc(Oc2cccnc2)cc1)C1CCN(Cc2ccccc2)CC1
  -2 | 14 | 2 | 7 | -4 | 7 | -2 | 28
> CCN1C(=O)[C@H]2[C@@H](c3ccc(OC)cc3)N3C(=O)CN(CCOC)C(=O)[C@@]3(Cc3ccccc3)[C@H]2C1=O
  4 | 6 | 2 | 11 | -3 | -6 | 15 | 4
> CCCCN(Cc1ccccc1)C(=O)C1CCC(=O)N(CCc2ccccn2)C1 (stereo unspecified)
  3 | -2 | 3 | 3 | -14 | 19 | 14 | -14
> O=C(CN1CCC(NC(=O)c2ccco2)CC1)Nc1cccc2ccccc12
  1 | -11 | -4 | 6 | 1 | 25 | 17 | 1

(cont.)
SMILES	UBC13 inh	CCR6 antag	EBI2 antag	APJ antagonist	CXCR6 inh	697 NFkB inh	Jurkat NFkB inh	Gli-Sufu antag
CCCC1/C(=N/O)CC(c2ccccc2)NC1c1ccccc1 (stereo unspecified)	0	-9	-32	-21	3	19	-17	-2
O=S(=O)(c1cccc(-c2n[nH]c(=S)n2-c2cccc(C(F)(F)F)c2)c1)N1CCOCC1	0	9	-8	-2	13	5	-13	-6
Cc1ccccc1C(=O)NCCN=C1NS(=O)(=O)c2ccccc21	3	7	3	-10	-4	18	11	4
CCOc1ccc(S(=O)(=O)N2CCN(C(=S)NCC3CCCO3)CC2)cc1 (stereo unspecified)	-2	-6	-3	7	7	10	8	0
OCCC1CN(Cc2cccn2-c2ncccn2)CCN1CCc1ccccc1 (stereo unspecified)	6	2	-3	17	-1	15	9	2
C/C(=N\NC(N)=O)c1cccc(Cl)c1	-1	-13	-2	3	-15	-1	-14	-5
Cc1ccc(CNS(=O)(=O)c2ccc3c(c2)CCN3C(=O)C2CCC2)cc1	-8	13	-3	10	-7	-11	3	-4
N#CCC(=O)Nc1ccc(C(=O)OCC(=O)NC(=O)Cc2ccccc2)cc1	1	7	6	16	-12	-14	-2	-6
COc1cc(S(=O)(=O)NCc2ccncc2)ccc1Br	-4	5	-15	-15	7	-19	28	68*
Cc1c(NC(=O)c2ccc(N(Cc3ccccc3)S(C)(=O)=O)cc2)c(=O)n(-c2ccccc2)n1C	2	-5	-14	-2	-3	1	-2	5
COc1cc(OC)c2c(-c3cccc(-c4ccc(OC)c(F)c4)c3)cc(=O)oc2c1	.	34	10	.	5	-347	.	60*
O=C(CN(C(=O)CCC(=O)Nc1ccccn1)c1ccc2c(c1)OCCO2)NCCc1ccccc1	-4	2	-3	3	-5	8	-2	1
CCCCC[C@H](O)/C=C/C1C(=O)C=C[C@H]1C/C=C\CCCC(=O)OC (stereo partly specified)	.	16	2	.	-4	.	.	0
C/C(=N\Nc1cc(C)nc(NCc2ccccc2)n1)c1cccc([N+](=O)[O-])c1	-2	-1	32	-7	3	12	16	-3
